APEX1 inh: qHTS Assay for Inhibitors of the Human Apurinic/apyrimidinic Endonuclease 1 (APE1); Potency, µM (series often up to 65.8 µM), without a hit: at the highest dose activity change, negative = inhibition, most hits filed as inhibitors; recombinant APE1, TAMRA/BHQ-2 abasic DNA cleavage fluorescence; 350,000 compounds, 0.35% hits; DNA repair nuclease/redox regulator APEX1 (Homo sapiens), P27695;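 note: potency is the fitted concentration of half-maximal effect; plate controls were vehicle for no effect and reference inhibitor for full effect; nearly all actives have a fitted effect of over 55% in size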
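Activity was derived from the fluorescence gain between first and third kinetic reads (60 s intervals, ex 525/em 598 nm) after 50 nM THF-abasic TAMRA/BHQ-2 duplex was added to 0.75 nM APE1 preincubated 15 min with compound.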
Anesthetic bind: qHTS Assay for Identification of Novel General Anesthetics | Ferritin light chain (Equus caballus), P02791 | apoferritin/1-aminoanthracene competitive binding, fluorescence | Potency, µM (top dose mostly 77.5 µM), for the others: at the top dose activity change, negative = displacement, usual class: inhibitors | 350,000 compounds, 0.074% hits | AID 485281, 2010; note: potency is the fitted concentration of half-maximal effect; % is set by controls: 0 for no effect and ±100 for the full control effect; nearly all actives have a fitted effect of over 20% in size
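Read-out: endpoint 1-AMA fluorescence, excitation 380 nm and emission 535 nm, after compounds sit 10 min at room temperature with 10 uM horse-spleen apoferritin in 50% saturated 1-AMA/PBS. Values come from four-parameter Hill fits.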
POLK inh: qHTS for Inhibitors of Polymerase Kappa | DNA polymerase kappa (Homo sapiens), Q9UBT6 | purified Pol kappa, fluorescent DNA synthesis assay, 10 min | Potency, µM (doses to about 107 µM), for the others: top-dose activity, negative = inhibition, hits mostly inhibitors | 400,000 compounds, 0.53% hits; note: potency is the fitted concentration of half-maximal effect; % is set by controls: 0 for no effect and ±100 for the full control effect
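Here, compound and 10 nM enzyme are combined for 15 min at room temperature; adding 50 nM substrate (final) starts DNA synthesis, tracked by fluorescence at 0 and 10 min against buffer-only wells.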
RGS4 inh: Inhibitors of Regulator of G Protein Signaling (RGS) 4: qHTS. Regulator of G-protein signaling 4 (Homo sapiens), P49798. Transcreener GDP fluorescence polarization, RGS4-accelerated GTP hydrolysis. Potency, µM (series often up to 114 µM), without a hit: at the highest dose activity change, negative = inhibition, hits mostly inhibitors. 390,000 compounds, 0.039% hits. AID 504845, 2011; note: potency is the fitted concentration of half-maximal effect; % is set by controls: 0 for no effect and ±100 for the full control effect; nearly all actives have a fitted effect of over 75% in size; some results filed as inactive show a strong effect at the top dose
Target sequence (P49798 whole entry, looked up): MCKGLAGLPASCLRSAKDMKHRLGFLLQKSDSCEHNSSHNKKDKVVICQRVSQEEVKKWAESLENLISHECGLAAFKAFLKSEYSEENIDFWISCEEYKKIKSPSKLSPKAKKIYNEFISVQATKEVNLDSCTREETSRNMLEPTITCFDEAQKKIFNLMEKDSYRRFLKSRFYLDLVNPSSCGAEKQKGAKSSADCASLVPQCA
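MLSMR compounds (23 nl, pin-transferred) preincubated 10 min at room temperature with a 500nM (2x) first reagent, then RGS4 at 900nM (2x) plus Transcreener GDP mix added; fluorescence polarization (620/688 nm) read before and after 90 min at 30 °C.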
LDHA inh: qHTS assay for inhibitors of human lactate dehydrogenase; L-lactate dehydrogenase A chain (Homo sapiens), P00338; purified LDHA, NADH/diaphorase-resazurin fluorescence; active compounds read low; activity change, % (values are at about 110 or 230 µM); 480,000 compounds, 0.15% hits; AID 1347041, 2019; in the data active = activity change below about -30%; inconclusive = mostly about -25% to -30%;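 note: plate controls were DMSO wells for no effect and wells without enzyme for full effect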
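Human LDH5 at 2 nM final in Tris HCl pH 7.4 with 0.06 mM NADH and 0.2 mM pyruvate, reacted 5 minutes at room temperature. Remaining NADH coupled via diaphorase/resazurin; resorufin fluorescence read at 0 and 20 minutes, normalized to enzyme-free and DMSO wells.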
ERG-DNA inh: qHTS for Small Molecule Inhibitors of the ERG Ets/DNA interaction; Transcriptional regulator ERG (Homo sapiens), P11308; fluorescence polarization, His-ERG Ets domain / labelled DNA; Potency, µM (titrated, usually from 76.9 µM), inactives show top-dose FP activity, negative = inhibition, most hits filed as inhibitors; 370,000 compounds, 0.028% hits; active = well fitted inhibition curve with a large enough effect in the polarisation, with a control signal flat; inconclusive = small, poorly fitted or top-dose-only effect, or effect the other way, or a change in a side signal; inactive = no such curve, though single readings can be large or run the other way; the % refers to the polarisation;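 note: polarization taken with two DNA probes labelled with fluorescein and Texas red; potency is the fitted concentration of half-maximal effect; % of control where 0% means no effect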
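His-tagged ERG Ets domain (1 uM in the protein solution; 300mM KCl, 50mM Tris-HCl, 1mM EDTA, 1mM DTT, pH 7.5) received compound, then a probe mix of 5 nM fluorescein-DNA and 100nM Texas-615-DNA. Fluorescence polarization was read for both dyes.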
12-LOX inh: Primary qHTS assay for inhibitors of human arachidonate 12S-lipoxygenase (ALOX12): Round 2 | 580,000 compounds, 1.1% hits | Polyunsaturated fatty acid lipoxygenase ALOX12 (Homo sapiens), P18054 | Potency, µM (top dose mostly 108 µM), inactives show at the highest dose activity change, negative = inhibition, actives largely listed as inhibitors | purified 12hLO, xylenol orange hydroperoxide absorbance; note: potency is the fitted concentration of half-maximal effect; % is set by controls: 0 for no effect and ±100 for the full control effect
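Hydroperoxide product was detected by ferrous iron/xylenol orange as the 573 to 405 nm absorbance ratio. Arachidonic acid at 40 uM (final) was turned over for 30 min at room temperature by 150 nM human 12hLO, pH 7.0 Hepes buffer, after 15 min compound preincubation.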
Pol beta inh: qHTS Assay for Inhibitors of DNA Polymerase Beta; P06746; Pol beta primer extension/strand displacement, fluorescence kinetic; Potency, µM (doses to about 114 µM), for the others: at the highest dose activity change, negative = inhibition, actives largely listed as inhibitors; 340,000 compounds, 1.3% hits; note: potency is the fitted concentration of half-maximal effect; % is set by controls: 0 for no effect and ±100 for the full control effect
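Enzyme-only controls used 10 nM Pol beta; buffer lacking enzyme served as negative control. Compound preincubated 15 min, then 50 nM substrate added; 0 and 10 min reads at room temperature.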
POLH inh: qHTS for Inhibitors of Polymerase Eta; recombinant Pol eta, fluorescent DNA replication assay; Potency, µM (highest dose often 114 µM), for the others: at the top dose activity change, negative = inhibition, actives largely listed as inhibitors; 390,000 compounds, 1.2% hits; AID 588591, 2011; note: potency is the fitted concentration of half-maximal effect; % is set by controls: 0 for no effect and ±100 for the full control effect
Target sequence (Q9Y253 whole entry, looked up): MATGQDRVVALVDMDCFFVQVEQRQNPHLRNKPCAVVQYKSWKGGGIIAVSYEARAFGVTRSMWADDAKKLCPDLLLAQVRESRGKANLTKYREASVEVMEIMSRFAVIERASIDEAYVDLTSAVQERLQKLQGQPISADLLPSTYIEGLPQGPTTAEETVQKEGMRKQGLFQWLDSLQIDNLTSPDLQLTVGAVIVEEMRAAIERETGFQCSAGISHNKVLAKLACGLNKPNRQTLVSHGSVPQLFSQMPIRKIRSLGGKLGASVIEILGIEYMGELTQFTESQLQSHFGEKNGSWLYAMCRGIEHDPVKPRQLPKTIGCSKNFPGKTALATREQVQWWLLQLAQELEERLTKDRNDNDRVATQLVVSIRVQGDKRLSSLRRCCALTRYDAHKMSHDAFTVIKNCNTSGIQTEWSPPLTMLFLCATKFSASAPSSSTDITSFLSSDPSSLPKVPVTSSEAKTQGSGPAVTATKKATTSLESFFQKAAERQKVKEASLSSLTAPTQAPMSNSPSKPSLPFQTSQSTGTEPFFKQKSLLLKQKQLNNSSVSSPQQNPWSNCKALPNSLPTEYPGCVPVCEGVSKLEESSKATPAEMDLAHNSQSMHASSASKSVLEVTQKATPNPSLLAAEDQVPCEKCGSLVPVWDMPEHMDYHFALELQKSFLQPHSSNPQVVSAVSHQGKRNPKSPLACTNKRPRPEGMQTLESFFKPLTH
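Pol eta (10 nM) was preincubated with compounds for 15 min at room temperature, after which fluorescent replication substrate (50 nM final) was added to start the reaction. Fluorescence was read kinetically at 0 and 10 min.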
An asterisk follows results filed as active; i = inactive; ? = inconclusive; / = not tested or not shown; & = joins results of further samples; [ ] = dose if it differs, or a comment. Unless noted, calls come from the whole dose curve; as a rule, active = well fitted curve in the direction sought with a large enough effect; inconclusive = small, poorly fitted or top-dose-only effect, or another doubt; inactive = no such curve, though single readings can be large; an effect the other way counts as inactive or inconclusive. An excerpt. The share of hits here may be higher or lower than overall.

A first look (two entries):
#	SMILES	LDHA inh	POLH inh	RGS4 inh	POLK inh	Anesthetic bind	ERG-DNA inh	APEX1 inh	12-LOX inh	Pol beta inh
1	Cn1ncc2c(NNC(=O)C3CCCCC3)ncnc21	-12	-4%	-2%	-8%	-6%	2%	0%	0%	45%
2	CCC1CCCCN1C(=O)c1cc2cc(Br)ccc2oc1=O (centres undefined)	2	-18%	-2%	-2%	?	0%	2%	273%[activator]	9%

Main list, from the first entry:
#	SMILES	LDHA inh	POLH inh	RGS4 inh	POLK inh	Anesthetic bind	ERG-DNA inh	APEX1 inh	12-LOX inh	Pol beta inh
1	Cn1ncc2c(NNC(=O)C3CCCCC3)ncnc21	-12	-4%	-2%	-8%	-6%	2%	0%	0%	45%
2	CCC1CCCCN1C(=O)c1cc2cc(Br)ccc2oc1=O (centres undefined)	2	-18%	-2%	-2%	?	0%	2%	273%[activator]	9%
3	CC1CN(C(=O)c2cccc(COc3ccccc3Cl)c2)CC(C)O1 (centres undefined)	-8	-8%	13%	-2%	-13%	-7%	2%	-3%	8%
4	CCOCCCNC(=S)NNC(=O)CCn1nc(C)c(Br)c1C	-1	-6%	-19%	-1%	-8%	1%	5%	19%	-1%
5	CC(=O)N1CCN(C(=O)CC2OC(=O)c3ccccc32)CC1 (centres undefined)	4	-11%	-15%	-6%	-22%	-10%	0%	0%	4%
6	Cc1cccc(NS(=O)(=O)c2ccccc2)n1	-9	-7%	-1%	5%	-6%	6%	-4%	-19%	-23%
7	CCNC(=O)NC(=O)C(C)Sc1nc2ccccc2n1CC(C)C (centres undefined)	-4	0%	-14%	-17%	-15%	6%	15%	0%	18%
8	COc1cc(/C=C/C(=O)OCC(=O)NCc2ccco2)cc(OC)c1OC	1	-2%	-8%	-2%	-11%	1%	-1%	-2%	7%
9	Cc1ccccc1NC(=O)c1ccc(NC(=O)C2CC(=O)OC23CCCCC3)cc1 (centres undefined)	-5	-8%	-23%	-3%	-7%	-12%	2%	0%	13%
10	CC(=O)c1cccc(NC(=O)CSc2nc3ccccc3nc2Cc2ccc(F)cc2)c1	-2	-12%	-33%	-6%[60.1 µM]	-10%	5%	/	?	16%
11	CC1(C)Cc2nc3sc4c(=O)n(CC(=O)NCc5ccccc5)cnc4c3cc2CO1	-3	-15%	12%	-1%	-14%	8%	8%	0%	6%
12	Cc1cc(C)c2c(CC(=O)N3CCCC3)coc2c1	0	-3%	4%	9%	-9%	6%	8%	-18%	2%

2 entries from above, as labelled records:
10: CC(=O)c1cccc(NC(=O)CSc2nc3ccccc3nc2Cc2ccc(F)cc2)c1
  LDHA inh: -2 | POLH inh: -12% | RGS4 inh: -33% | POLK inh: -6%[60.1 µM] | Anesthetic bind: -10% | ERG-DNA inh: 5% | APEX1 inh: / | 12-LOX inh: ? | Pol beta inh: 16%

11: CC1(C)Cc2nc3sc4c(=O)n(CC(=O)NCc5ccccc5)cnc4c3cc2CO1
  LDHA inh: -3 | POLH inh: -15% | RGS4 inh: 12% | POLK inh: -1% | Anesthetic bind: -14% | ERG-DNA inh: 8% | APEX1 inh: 8% | 12-LOX inh: 0% | Pol beta inh: 6%

(further entries)
#	SMILES	LDHA inh	POLH inh	RGS4 inh	POLK inh	Anesthetic bind	ERG-DNA inh	APEX1 inh	12-LOX inh	Pol beta inh
13	Cc1ccc(NC(=O)c2ccc(=O)n(CC(=O)Nc3c(C)cc(C)cc3C)n2)cc1	-1&3	0%&-11%	10%&-13%	13%	?	-13%&-2%	81%[activator]	3%&-5%	2%&-4%
14	C/C(=N\OCC(=O)N/N=C/c1ccccc1O)c1cccs1	6	0%	24%	-13%	-22%	-6%	-1%	29%	2%
15	C=C(C)COc1ccc(-c2nc(N)ncc2-c2ccccc2OC)c(O)c1	0	-17%	6%	-13%	-5%	6%	-1%	4%	-28%
16	CCOC(=O)c1sc2nc(NC(=O)C3CCCCC3)sc2c1C	-2	3%	-14%	5%	-6%	-9%	3%	?	8%
17	COc1ccc(C(C(=O)NC2CCCC2)N(C(=O)c2snc(C(N)=O)c2N)c2cc(C)ccc2OC)cc1OC (centres undefined)	5	-18%	-7%	-2%	-7%	-4%	42%[activator]	-3%	12%
18	CCCc1nnc(SCC(=O)N2CCCCC2C)n1CCCOC (centres undefined)	-4	-15%	4%	3%	-6%	2%	-5%	55%[activator]	10%
19	CCCCN(C(=O)CSc1cc(C)c2ccccc2n1)c1c(N)n(Cc2ccccc2)c(=O)[nH]c1=O	-3	-18%	-28%	-5%	-5%	4%	0%	-15%	-1%
20	Cc1ccc(C(=O)Nc2ccc3cn[nH]c3c2)cc1S(=O)(=O)N1CCCCC1	2	-8%	7%	-13%	?	-11%	15%	207%[activator]	2%
21	Cc1nc2cc(C(F)(F)F)ccc2n1C1CCN(C(=O)N2CCOCC2)CC1	-13	-8%	-26%	-1%	-7%	-8%	2%	-16%	10%
22	CCc1ccc2oc(-c3cccc(NC(=O)COc4ccccc4Cl)c3)nc2c1	-6	-12%	-13%	-10%	-1%	-2%	/	-12%	?
23	CC(C)CC(=O)Nc1ccc(C(=O)COC(=O)C2=COCCO2)cc1	-6	1%	12%	-11%	/	-5%	-6%	2%	/
24	Cc1cc(/C=C(\C#N)C(=O)O)c(C)n1CC1CCCO1 (centres undefined)	-1	-10%	-119%[56.9 µM]	8%	-9%	-2%	6%	-8%	-9%
25	Cn1ncc(Cl)c1C(=O)Nc1cccnc1	-4	-15%	-10%	-1%	-12%	-16%	-5%	0%	23%
26	O=C(c1ccc(F)cc1)C1CCN(C(=O)Nc2ccccc2Cl)CC1	3	-11%	-7%	4%	-9%	6%	5%	2%	40%
27	COc1ccc(/C(C)=N/N2C(=O)c3ccccc3NC2c2ccc(O)c(OC)c2)cc1 (centres undefined)	1	-19%	-15%	12%	0%	3%	-5%	i	-1%
28	O=C1[C@H]2[C@@H](/C=C/c3ccccc3)N3C(=O)CN(CCO)C(=O)[C@@]3(Cc3ccccc3)[C@H]2C(=O)N1c1ccccc1	1	?	5%	-7%	-16%	3%	3%	4%	-16%
29	Cc1c(Br)c([N+](=O)[O-])nn1CC(=O)N1CCc2ccccc21	-1	-16%	-19%	-5%	-12%	30%[activator]	-2%	5%	11%
30	O=C(Nc1nc2ccc(S(=O)(=O)N3CCCCC3)cc2s1)C1CCCO1 (centres undefined)	1	-6%	-20%	4%	3%	9%	-1%	14%	-1%
31	COc1cccc2sc(NNC(=O)C3COc4ccccc4O3)nc12 (centres undefined)	3	-13%	-42%	-6%	?	-2%	-3%	-12%	28%
32	Cc1ccc(SC(c2ccccc2)C(Cn2cncn2)C(=O)c2ccccc2)cc1 (centres undefined)	-2	-5%	6%	-2%	-6%	10%	1%	0%	4%
33	CN(c1ccccc1)S(=O)(=O)c1cccc(NC(=O)C2=NNC(=O)CC2)c1	-2	6%	14%	-12%	/	-1%	2%	-15%	/
34	COC(=O)c1ccc(NC(=O)NC(C)c2c(-n3cccc3)sc(C)c2C)cc1 (centres undefined)	0	/	-22%	4%	-5%	-1%	/	-21%	0%
35	CC(c1nnc(SCC(=O)c2c(N)n(C)c(=O)n(C)c2=O)n1-c1ccc(Cl)cc1)N(C)C (centres undefined)	0	-12%	-3%	-6%	-9%	/	-1%	-6%[57.4 µM]	5%
36	C/C(=N\NC(=O)NC1CCCCC1)c1ccc(Cl)s1	-4	-18%	0%	-1%	-1%	?	3%	5%	51%
37	CC(=O)Oc1ccc(-c2ccc(C(=O)OCC(=O)c3c(N)n(C)c(=O)n(C)c3=O)cc2)cc1	-4	-20%	2%	-32%	/	3%	-11%	294%[activator]	/
38	Cc1cc(C)cc(NC(=O)C(=O)NCC(c2cccnc2)N2CCc3ccccc32)c1 (centres undefined)	8	-18%	-2%	-6%	-8%	-3%	/	5%	-27%
